Source: PubChem
Lmaj promast = reduces viability of Leishmania major promastigotes; resazurin fluorescence viability; inhibition, % at 10 µM; AID 1063; 9% of 200,000 active; in the data active = inhibition above about 50%;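 note: promastigotes grown with compound for 44 hours at 28 °C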
bIAP activator = increases bovine intestinal alkaline phosphatase activity | purified bovine IAP, CDP-star luminescence, 30 min; hits give high values; fold of DMSO-control signal, blank-subtracted | activation factor at 20 µM | 0.17% of 200,000 active | AID 1016;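 active = activation factor of 2 or more at 20 µM, a signal rise over negative controls twice the positive control's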
bIAP inh = intestinal alkaline phosphatase (bovine) inhibition. purified bovine IAP, CDP-star luminescence, 30 min. inhibition, % at 20 µM. 190,000 tested, under 10 active. AID 1019;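 active = over 50% inhibition of intestinal alkaline phosphatase at 20 µM in the single-dose screen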
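Assay system – bovine IAP enzyme · Quantity – bovine IAP at 1/65,000,000 final dilution · Detection – CDP-star luminescence signal · Times – 30 min reaction at room temperature · Also added – CDP-star substrate at 30 µM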
FLuc inhib CS = Photinus pyralis luciferase inhibition counter-screen; AID 1006; ATPLite firefly luciferase biochemical luminescence, 10 min; inhibition, % at 10 µM; 1.5% of 200,000 active; P08659;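 active = inhibition above about 50% when tested at 10 µM, limit read from the data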
APP transl inh = APP translation inhibition; SH-SY5Y APP 5'UTR-luciferase reporter, luminescence; inhibition, % at 2 µM; 0.82% of 190,000 active;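 active = inhibition above a set limit, derived from the sample mean plus 3 SD, cut at about 45% in these data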; note: values of inactives mirror those of a sister screen read the other way
TNAP inh no acc = blocks human TNAP activity with no phosphate acceptor present. purified TNAP, CDP-star luminescence, 30 min. inhibition, % at 20 µM. 0.26% of 200,000 active. AID 1012;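 active = tissue-nonspecific alkaline phosphatase inhibition above about 50% at 20 µM in the single-dose screen, limit read from the data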;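 note: 0% = DMSO negative control and 100% = EDTA positive control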
Target sequence (P05186 whole entry, looked up): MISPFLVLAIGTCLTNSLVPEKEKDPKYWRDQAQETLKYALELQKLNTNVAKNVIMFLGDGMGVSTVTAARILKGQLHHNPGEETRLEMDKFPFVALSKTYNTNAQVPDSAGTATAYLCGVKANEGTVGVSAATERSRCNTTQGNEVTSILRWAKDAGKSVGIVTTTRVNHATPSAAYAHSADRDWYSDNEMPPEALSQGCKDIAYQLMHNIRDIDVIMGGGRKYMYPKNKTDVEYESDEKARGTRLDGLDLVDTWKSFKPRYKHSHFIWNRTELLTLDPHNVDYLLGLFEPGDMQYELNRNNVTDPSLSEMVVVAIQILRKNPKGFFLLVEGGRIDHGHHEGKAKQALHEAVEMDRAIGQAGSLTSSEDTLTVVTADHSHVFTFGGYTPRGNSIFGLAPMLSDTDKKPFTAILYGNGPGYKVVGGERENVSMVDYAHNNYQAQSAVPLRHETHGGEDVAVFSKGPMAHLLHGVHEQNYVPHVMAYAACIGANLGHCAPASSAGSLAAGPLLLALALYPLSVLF
RAM network inh = yeast RAM network inhibition. S. cerevisiae dse1pr::URA3 reporter, 5-FOA growth OD615, 2 d; analog-sensitive cbk1-as2 kinase mutant strain. inhibition, % at 50 µM. 1.8% of 190,000 active;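 active = inhibition above a set limit, 3 SD over mean compound inhibition, cut at about 8.4% in these data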;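 note: 0% = DMSO-only wells with no growth and 100% = 10 µM 1-NA-PP1 full growth; inhibition rescues growth on 5-FOA so higher OD means more RAM inhibition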
FLuc stim CS = firefly luciferase counter-screen for stimulation assays. P08659. ATPlite luciferase biochemical, luminescence, 10 min; 0 = ATP-free wells, 1 = DMSO control. activation factor at 10 µM. 200,000 tested, under 10 active. AID 1027;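 active = luciferase activation factor, scaled between plate controls, of at least 2 with compound at 10 µM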
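System: luciferase plus luciferin reagent, cell-free; medium: PBS as buffer for the ATP substrate; dosing: test compounds dosed from 2 mM stocks in 100% DMSO; timing: 10 min post-reagent at room temperature; measured by: luminescence measurement of luciferase light output; evaluation: luciferase activation, seen as luminescence increase over controls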
TNAP inh hiacc = TNAP (human) inhibition, high acceptor. AID 1135. P05186. inhibition, % at 20 µM. 0.03% of 200,000 active. purified TNAP, CDP-star luminescence, 1 M DEA;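 active = over 50% inhibition of tissue-nonspecific alkaline phosphatase at 20 µM in the single-dose screen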;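 note: plate controls were DMSO wells for no effect and EDTA-quenched wells as full inhibition for full effect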
TNAP act hi DEA = activators of human TNAP at high phosphate acceptor concentration. P05186. purified TNAP, CDP-star luminescence, 1 M DEA, 30 min; hits give high values; 0 = EDTA background, 1 = DMSO-only activity. activation factor at 20 µM. 200,000 tested, under 10 active. AID 1136;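 active = activation factor at least 2 at 20 µM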
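Assay system: human TNAP; Input: enzyme diluted 1/800 final; Reagent: CDP-star luminogenic substrate at 100 µM final; Timing: 30 min, room temperature; Signal: luminescence; Evaluation: TNAP activation factor scaled between EDTA and DMSO control wells.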
Numbers without * were called inactive; nt = not tested or not shown.

Every second line gives: FLuc inhib CS, TNAP inh no acc, TNAP inh hiacc, bIAP activator, TNAP act hi DEA, RAM network inh, bIAP inh, FLuc stim CS, Lmaj promast, APP transl inh
CC[C@@H](C)C(N)c1cn([C@@H](CCC(=O)O)C(=O)N2CCNCC2)nn1 (stereo not given in full)
→ -2, -9, -1, 1, 1, 0.8, 0, 1, -3, 21
CCSc1oc(-c2ccccc2)nc1S(=O)(=O)c1ccccc1
→ -3, -8, 2, 0.9, 1, 2.7, 11, 1, 14, 6
O=C(NCCc1ccccc1)c1n[nH]c(=O)c2ccccc12
→ -4, -9, -3, 1, 1, 1.9, 2, 1, -7, -11
CCOC(=O)c1cccc(NC(=O)N[C@@H](C)C(=O)OC)c1
→ -4, -14, -8, 1, 1.1, 3.4, 1, 1, -2, nt
COc1ccccc1N1CCN(C(=O)c2c(C)cc(=O)oc2C)CC1
→ 0, -5, -4, 1.1, 1, 0.2, -8, 1, -1, -4
Cc1cccc(N2C(=O)CC(N3CCN(Cc4ccc(Cl)cc4)CC3)C2=O)c1 (stereo not given)
→ -4, -4, 0, 0.9, 1, -0.3, 10, 1, 2, 12
O=C(COc1ccc2c3c(c(=O)oc2c1)CCC3)c1ccc2c(c1)OCO2
→ -5, -11, -3, 0.8, 1, 5.8, 24, 1.1, 2, -2
O=C(c1cnn(-c2ccc(Cl)cc2)c1)c1ccccc1O
→ 45, -3, -1, 1, 1, 1.5, 2, 0.5, -12, -177
O=C(NCc1ccco1)C1CCCN1S(=O)(=O)c1ccc2ccccc2c1 (stereo not given)
→ -5, -5, -2, 1, 1, -0.7, 4, 1.1, -3, 7
CN(C)c1ccc(NC(=S)NCC2CCCO2)cc1 (stereo not given)
→ -6, 0, -2, 0.9, 1, 1.4, 12, 1.1, -4, -27
Cc1ccccc1NC(=O)Cc1c(O)c2ccccc2[nH]c1=O
→ -7, -12, -5, 1, 1.1, 1.1, -2, 1.1, -8, -8
CCOC(=O)C1CCN(Cc2ccc(O)c3ncccc23)CC1
→ -5, -15, -10, 1.4, 1.1, -0.8, -40, 1.1, 95*, 41
COc1ccc(C(=O)/C=C2/Sc3cc4c(cc3N2C)OCO4)cc1
→ 16, -18, 3, 1.3, 1, 1.9, -26, 0.8, 27, -22
COC(=O)c1cc(C(=O)OC)n(Cc2ccc(F)cc2)c1C
→ -6, -11, -5, 0.8, 1.1, 0.7, 18, 1.1, 0, -10
COc1ccccc1C(=O)N1CCCC1(C#N)c1ccccc1 (stereo not given)
→ -5, -8, 0, 0.9, 1, 1.3, 7, 1, -3, 11
CC(=O)CSc1nc(C(F)(F)F)cc(=O)n1-c1ccccc1
→ -5, -24, 0, 1, 1, 1.2, -2, 1, -9, nt
O=C(COC(=O)C1=COCCO1)Nc1ccccc1OC(F)F
→ -6, -2, -5, 1.1, 1, 1.0, -10, 1.1, -2, -2
O=C(Nc1cnn(C23CC4CC(CC(C4)C2)C3)c1)c1cnn2cccnc12
→ 67*, -6, -5, 1, 1, 4.3, -5, 0.3, 6, -84
CCCCNC(=O)C1CC(=O)N(CCc2ccccc2)C1 (stereo not given)
→ -3, 11, -5, 0.8, 1.1, 0.1, 17, 1, 1, -1
CCc1cc(-c2n[nH]c(C)c2Oc2ccc(C(C)C)cc2)c(O)cc1O
→ -7, 3, -3, 1.3, 1, -0.4, -31, 1.1, 47, -3
Cc1c(O)c2cccnc2[nH]c1=O
→ -7, -18, -1, 0.7, 1, -0.1, 28, 1.1, 49, -5
Cn1ccnc1SCC(=O)Nc1cccc(C(F)(F)F)c1
→ -8, 0, -4, 0.9, 1, 0.5, 7, 1.1, -6, -11
CC(NC(=O)CSc1nc2ccccc2n1CCC#N)c1ccc(F)cc1 (stereo not given)
→ -2, -17, -8, 1, 1.1, 0.7, -2, 1, -2, -2
COC(=O)c1cc(-c2ccc(Cl)cc2)n[nH]1
→ 2, 87*, -6, 1, 1.1, 0.4, 5, 1, -6, -20
O=c1cc(CN2CCCCC2)nc(C2CC2)[nH]1
→ -9, -2, 1, 1.1, 1, 0.8, -13, 1.1, -3, 4
Cc1nn(Cc2ccc(Cl)cc2Cl)c(C)c1NC(=O)c1ccc(COc2cc(Cl)ccc2Cl)o1
→ -3, -10, 2, 1.1, 1, 4.9, -6, 1, 15, -18
COCCCNC(=O)Cn1c(=O)n(Cc2ccc(C(=O)NCCc3ccc(OC)c(OC)c3)cc2)c(=O)c2ccccc21
→ -1, -9, 2, 1.1, 1, 1.1, -10, 1, 11, 2
O=C(CCS(=O)(=O)c1cccc2nonc12)Nc1cccc2c1CCCC2
→ -5, -8, -1, 0.9, 1, 3.2, 6, 1, -1, 18
Cc1cc(=O)n2c(sc3ccccc32)c1C#N
→ -2, 16, 6, 1.1, 0.9, 3.9, -14, 1, -5, 14
CCN1C=CC2=C(C#N)C(N)C(C#N)(C#N)C(c3ccccc3C(F)(F)F)C2C1 (stereo not given)
→ -10, -2, 8, 0.9, 0.9, 1.0, 11, 1.1, 26, -68

One compound at a time, as listed above:
Shown for Cc1cc(=O)n2c(sc3ccccc32)c1C#N → FLuc inhib CS = -2; TNAP inh no acc = 16; TNAP inh hiacc = 6; bIAP activator = 1.1; TNAP act hi DEA = 0.9; RAM network inh = 3.9; bIAP inh = -14; FLuc stim CS = 1; Lmaj promast = -5; APP transl inh = 14
Shown for Cn1ccnc1SCC(=O)Nc1cccc(C(F)(F)F)c1 → FLuc inhib CS = -8; TNAP inh no acc = 0; TNAP inh hiacc = -4; bIAP activator = 0.9; TNAP act hi DEA = 1; RAM network inh = 0.5; bIAP inh = 7; FLuc stim CS = 1.1; Lmaj promast = -6; APP transl inh = -11

Further records
Every second line gives: FLuc inhib CS, TNAP inh no acc, TNAP inh hiacc, bIAP activator, TNAP act hi DEA, RAM network inh, bIAP inh, FLuc stim CS, Lmaj promast, APP transl inh
O=C1C2C3C=CC(C3)C2C(=O)N1c1cccc(N2C(=O)C3C4C=CC(C4)C3C2=O)n1 (stereo not given)
→ -4, -8, -3, 1, 1, 0.3, 2, 1, -1, -18
CCC(=O)Nc1nc2ccccc2n1CCN1CCOCC1
→ -1, -12, -7, 1, 1.1, 0.4, -1, 1, -4, -20
CCOC(=O)c1c(C)c(C(=O)NCCN2CCOCC2)c(C)n1C
→ 1, -2, 1, 0.9, 1, 0.2, 11, 1, -2, -10
COc1ccc2cc(-c3[nH]ncc3CN3C[C@@H]4CCC[C@H]3C4)ccc2c1
→ -5, -2, 0, 1, 1, 4.2, -3, 1, 18, -65
Cc1cc(NS(=O)(=O)c2ccc(NC(=S)NC(=O)c3ccccc3)cc2)no1
→ -4, -48, -1, 1.1, 1, 1.3, -8, 1, 66*, -25
CN(CC(=O)Nn1cnnc1)S(=O)(=O)c1ccccc1
→ -8, -9, 0, 0.9, 1, 0.3, 9, 1.1, -4, 6
Cc1cccc(C(=O)Oc2ccc(/C=N/NC(=O)c3ccncc3)cc2)c1
→ 1, -4, -1, 1.2, 1, 3.4, -21, 1, -10, 16
COCC(=O)Nc1sc2c(c1C(=O)OC)CCC(C)C2 (stereo not given)
→ 2, -4, 3, 1, 1, 1.2, 4, 1, 7, -12
CC1(C)C(=O)C2(CCCCC2)C(=O)OC1C(=O)c1ccccc1 (stereo not given)
→ -3, -7, -3, 0.9, 1, 0.8, 5, 1, -5, 4
CCOC(=O)c1[nH]c2ccc(OC)cc2c1N=CN(C)C
→ 1, 0, 4, 1, 1, -0.3, 4, 1, -4, -3
CN(C)CCC=C1c2ccccc2CCc2ccccc21
→ -2, -2, 4, 1, 1, 0.1, -5, 1, 88*, 6
COCC(=O)NC1CCN(S(=O)(=O)c2ccc(C(=O)O)cc2)CC1
→ -2, -17, -4, 1, 1, 1.1, 4, 1, -5, -12
O=C(c1ccccc1)c1nccc2ccccc12
→ -3, -12, -9, 1, 1.1, 0.5, 0, 1, 41, 13
COc1ccc(/C=C2\SC(=S)N(NC(=O)c3ccncc3)C2=O)cc1OC
→ -2, 0, 4, 1, 1, 5.6, 0, 1, -4, -14
O=C(NNC(=O)c1cc(-c2ccccc2)n(-c2ccccc2)n1)c1cccc([N+](=O)[O-])c1
→ 0, -102, -2, 1.1, 1, 3.9, -5, 1, 1, -19
CCOC(=O)N1CCC(n2c(SCC(=O)NCc3ccccc3)nc3ccccc3c2=O)CC1
→ -6, -9, -6, 1, 1.1, 1.3, -2, 1.1, 81*, 2
COCCOC(=O)CC1=NC(=O)CS1
→ -9, -12, -7, 1, 1.1, -0.1, 4, 1.1, -3, -5
O=C(CSc1ccc2ccccc2c1)NC1CCCc2ccccc21 (stereo not given)
→ 1, -4, 1, 0.5, 1, 5.2, 47, 1, -1, 9
CN1CCN(c2nc(C(N)=O)cc(-c3ccccc3)n2)CC1
→ -4, -8, 0, 0.9, 1, -0.6, 6, 1, 2, -12
CCCC(C)C(=O)Nc1cc([N+](=O)[O-])ccc1F (stereo not given)
→ -5, -10, -1, 0.9, 1, 1.4, 10, 1, 0, 19
O=C(Nc1ccc(Br)cc1)C1CCC(=O)N1Cc1ccccc1Cl (stereo not given)
→ 0, -7, -1, 1, 1, -0.3, 2, 1, 2, -1
CCCCCn1c(CN2CCN(c3cccc(Cl)c3)CC2)nc2c1c(=O)[nH]c(=O)n2C
→ -7, -11, -11, 1.2, 1.1, -0.1, -23, 1.1, 6, -3
O=C(c1ccc(S(=O)(=O)N2CCCCC2)cc1)N1CCc2ccccc2C1
→ -3, -8, -8, 1, 1.1, 1.3, 5, 1, -2, -16
N#C/C(=C\c1ccco1)Sc1nc2ccccc2s1
→ -4, -7, -1, 0.7, 1, 5.0, 27, 1, 20, 0
CCCOc1ccccc1N/C(=N/c1nc(C)cc(C)n1)NC(=O)COc1ccc(OC)cc1
→ -6, -14, -4, 1.1, 1, 6.6, -7, 1.1, 97*, -3

4 entries already listed, sorted by their value in TNAP inh hiacc, high to low.
| canonical_smiles | TNAP inh hiacc |
| --- | --- |
| Cc1cc(NS(=O)(=O)c2ccc(NC(=S)NC(=O)c3ccccc3)cc2)no1 | -1 |
| O=C(NNC(=O)c1cc(-c2ccccc2)n(-c2ccccc2)n1)c1cccc([N+](=O)[O-])c1 | -2 |
| CCOC(=O)N1CCC(n2c(SCC(=O)NCc3ccccc3)nc3ccccc3c2=O)CC1 | -6 |
| COCCOC(=O)CC1=NC(=O)CS1 | -7 |
